KCNH2 WT inh – blocks the wildtype human KCNH2 potassium channel | Q12809 | U2OS, BacMam KCNH2, thallium flux FluxOr; stronger effect = lower value | activity change, % at 1.84 µM | hit rate 0.37% among 340,000 | AID 720551;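 active = maximum activity change below -70%; inconclusive = maximum activity change between -70% and -50%; inactive = maximum activity change above -50%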; note: % is set by controls: 0 for no effect and ±100 for the full control effect
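U2OS cells were transduced with wild-type KCNH2 virus (2.03 x 10^8 / mL) for 4 h at room temperature, then cultured overnight at 37 C. Thallium flux was read with FluxOr dye. Rate constants were normalized to DMSO controls.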
ASM inhibitor – human S-ASM enzyme inhibition; P17405; placental ASM, HMU-PC fluorogenic substrate, 60 min; Potency, µM (top dose mostly 57.5 µM), inactives show at the highest dose activity change, negative = inhibition, actives largely listed as inhibitors; hit rate 0.006% among 340,000; AID 504937; note: potency is the fitted concentration of half-maximal effect
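Human placenta-derived ASM preincubated with compound 10 min at room temperature, then reacted with 9 uM (final) fluorogenic HMU-PC substrate for 60 min at 37 C. Stop solution raises pH to 10; fluorescence read at Ex 386/Em 447 nm.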
PKM2 act – PKM2 (human) enzyme activation. hit rate 0.34% among 260,000. Potency, µM (top dose mostly 57.5 µM), without a hit: at the highest dose activation, most hits filed as activators. P14618. purified PKM2, Kinase-Glo ATP luminescence, activation; response scale: 0% is enzyme alone, no compound; note: potency is the fitted concentration of half-maximal effect; % is set by controls: 0 for no effect and ±100 for the full control effect; nearly all actives have a fitted effect of over 55% in size
Target sequence (P14618 whole entry, looked up): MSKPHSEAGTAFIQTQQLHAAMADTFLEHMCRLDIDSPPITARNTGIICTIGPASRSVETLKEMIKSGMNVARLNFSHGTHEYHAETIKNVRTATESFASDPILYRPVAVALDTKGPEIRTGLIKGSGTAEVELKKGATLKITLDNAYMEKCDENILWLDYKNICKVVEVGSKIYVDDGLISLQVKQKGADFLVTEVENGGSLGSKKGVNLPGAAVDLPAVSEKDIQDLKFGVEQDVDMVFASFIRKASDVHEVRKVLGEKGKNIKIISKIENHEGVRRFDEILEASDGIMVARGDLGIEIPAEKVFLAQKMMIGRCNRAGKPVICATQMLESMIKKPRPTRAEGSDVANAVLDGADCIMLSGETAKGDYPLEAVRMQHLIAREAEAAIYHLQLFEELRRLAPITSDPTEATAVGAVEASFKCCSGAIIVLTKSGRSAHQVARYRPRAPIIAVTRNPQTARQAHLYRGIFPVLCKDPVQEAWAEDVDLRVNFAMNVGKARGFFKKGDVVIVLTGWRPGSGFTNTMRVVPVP
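ATP formation by purified human PK-M2, quantified via coupled luciferase luminescence after 1 h at room temperature with 0.1 mM ADP and 0.5 mM PEP final.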
TSHR antagonist – blocks TSH signaling through the human TSH receptor. TSHR-expressing cells, TSH-stimulated cAMP HTRF, 2 h; stronger effect = lower value. AID 504810. activity change, negative = inhibition, % at 11.5 µM. hit rate 0.2% among 330,000. P16473;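 active = activity change below a set negative limit, meaning inhibition stronger than a set level, cut at about -70% in these data; inconclusive = activity change between two set negative limits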; note: % is set by controls: 0 for no effect and ±100 for the full control effect
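Cell-based HTRF cAMP assay; TSHR cells + compound, TSH EC80 (4nM final), 2 h, 37 deg C. Lysis with anti-cAMP cryptate and cAMP-d2, 30 min RT, read 665/620 nm.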
Chronic BCR inh – chronic active BCR signaling inhibition. Potency, µM (series often up to 46.1 µM), for inactives: at the highest dose ratio change, negative = lower green/red ratio, actives largely listed as inhibitors. ABC-DLBCL IkBa-CBG/CBR reporter, luminescence ratio, 4 h. hit rate 0.05% among 340,000; active = well fitted inhibition curve with a large enough effect in the signal ratio, with a control signal flat, not every such curve was filed as active; inconclusive = small, poorly fitted or top-dose-only effect, or effect the other way, or a change in a side signal; the % refers to the signal ratio;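 note: potency is the fitted concentration of half-maximal effect; plate controls were basal doxycycline-induced cells for no effect and cells given 10 µM MG132 for full effect; MG132 reads +100%, hits lower the ratio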
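Compounds up to 46 uM were incubated four hours with TMD8 cells whose green CBG68 luciferase is fused to IkappaBalpha; red CBR luminescence normalised the signal, and concentration-effect curves were fitted to fusion, red and ratio data.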
Eya2 phos inh – inhibitors of human Eya2 phosphatase activity | O00167 | hit rate 0.006% among 330,000 | Potency, µM (titrated, usually from 76.9 µM), inactives show at the highest dose activity, negative = inhibition, usual class: inhibitors | recombinant Eya2, OMFP fluorescence dephosphorylation (OMFP is methylfluorescein phosphate); note: potency is the fitted concentration of half-maximal effect; % is set by controls: 0 for no effect and ±100 for the full control effect
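Eya2 protein (added as 0.2 uM solution) was preincubated with compound for 10 min at ambient temperature in 50 mM HEPES pH 7.5, 50 mM NaCl, 5 uM MgCl2, 0.05% BSA, 1 mM DTT. OMFP (added at 50 uM) then reacted 10 min; fluorescence read at 485/525 nm.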
Menin-MLL TR inh – inhibitors of human menin-MLL interaction, mutant MLL peptide | O00255 | Menin + Texas Red MLL mutant peptide, fluorescence polarization | Potency, µM (top dose mostly 61.6 µM), for the others: top-dose FP activity change, negative = inhibition, actives largely listed as inhibitors | hit rate 0.23% among 270,000 | AID 1768; active = well fitted inhibition curve with a large enough effect in the polarisation, with a control signal flat, not every such curve was filed as active; inconclusive = small, poorly fitted or top-dose-only effect, or effect the other way, or a change in a side signal; inactive = no such curve, though single readings can be large or run the other way; the % refers to the polarisation; note: potency is the fitted concentration of half-maximal effect; % of control where 0% means no effect; many of its hits are not listed in these tables
MBNL1-CUG inh – blocks human MBNL1 binding to CUG repeat RNA | TR-FRET MBNL1-His/biotin-(CUG)12 binding, 665/545 ratio | Potency, µM (top dose mostly 57.5 µM), inactives show top-dose activity change, negative = inhibition, most hits filed as inhibitors | hit rate 0.036% among 280,000 | AID 2675; active = well fitted inhibition curve with a large enough effect in the signal ratio, with a control signal flat, not every such curve was filed as active; inconclusive = small, poorly fitted or top-dose-only effect, or effect the other way, or a change in a side signal; inactive = no such curve, though single readings can be large or run the other way; the % refers to the signal ratio; note: potency is the fitted concentration of half-maximal effect; % is set by controls: 0 for no effect and ±100 for the full control effect
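Ratiometric TR-FRET (665 over 545 nm, excitation 340 nm) tracks disruption of MBNL1-His/biotin-(CUG)12 complex after 60 min at room temperature, with compounds at 92 nM to 58 uM final.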
GALK inh – galactokinase (human) inhibition; Potency, µM (top dose mostly 57.5 µM), for inactives: at the highest dose activity change, negative = inhibition, actives largely listed as inhibitors; P51570; AID 1868; Purified GALK, Kinase-Glo residual ATP luminescence; hit rate 0.007% among 270,000; note: potency is the fitted concentration of half-maximal effect; % is set by controls: 0 for no effect and ±100 for the full control effect
Target sequence (P51570 whole entry, looked up): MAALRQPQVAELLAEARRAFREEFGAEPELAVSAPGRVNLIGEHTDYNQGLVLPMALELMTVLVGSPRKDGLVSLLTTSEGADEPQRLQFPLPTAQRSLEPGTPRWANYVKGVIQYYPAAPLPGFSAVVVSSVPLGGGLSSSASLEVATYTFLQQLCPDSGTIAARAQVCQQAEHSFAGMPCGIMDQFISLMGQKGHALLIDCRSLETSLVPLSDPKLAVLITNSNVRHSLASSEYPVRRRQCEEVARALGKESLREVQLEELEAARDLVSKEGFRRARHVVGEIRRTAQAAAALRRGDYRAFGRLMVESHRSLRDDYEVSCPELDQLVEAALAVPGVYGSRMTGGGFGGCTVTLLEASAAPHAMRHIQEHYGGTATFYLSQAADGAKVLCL
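Compounds were pin-transferred into ATP buffer (35 uM final), then GALK plus galactose (5 nM, 100 uM final) was added. After 1 h at room temperature, Kinase-Glo Plus was added and luminescence read after 10 min.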
Mito fusion yeast – mitochondrial division inhibition or fusion activation; hit rate 0.23% among 320,000; S. cerevisiae fusion-defective mutant growth rescue, CellTiterGlo 48 h; Potency, µM (top dose mostly 46.1 µM), for the others: at the top dose growth rescue (activation), hits mostly activators; AID 485298;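 note: potency is the fitted concentration of half-maximal effect; % of control where 0% means no effect; nearly all actives have a fitted effect of over 45% in size; temperature-sensitive fusion mutants such as fzo1-1 at 37 °C on non-fermentable ethanol glycerol medium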
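Yeast fusion mutant, YPEG (non-fermentable carbon), compound, 48 h at 37C non-permissive; CellTiterGlo added, 10 min RT, luminescence read. Rescued growth = division inhibition.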
USP2a inh – blocks human ubiquitin-specific protease USP2a; O75604; USP2 core, Ub-CHOP2 coupled fluorogenic reporter, 485/531; Potency, µM (highest dose often 38.3 µM), inactives show top-dose activity change, negative = inhibition, most hits filed as inhibitors; hit rate 0.01% among 330,000; AID 463254;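 note: potency is the fitted concentration of half-maximal effect; plate controls were DMSO wells for no effect and full inhibition by NEM control for full effect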
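Deubiquitinase activity read as fluorescence (485/531 nm) after Ub-CHOP2 cleavage activates the enterokinase reporter on its substrate; USP2 core 10nM, Ub-CHOP2 and substrate 25nM each, 30min compound preincubation then 60min RT; data normalized to NEM, curves fitted.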
Starred values were filed as active, the others as inactive; ? = inconclusive; / = no result given; [ ] = dose if it differs, or a comment. Unless noted, calls come from the whole dose curve; as a rule, active = well fitted curve in the direction sought with a large enough effect; inconclusive = small, poorly fitted or top-dose-only effect, or another doubt; inactive = no such curve, though single readings can be large; an effect the other way counts as inactive or inconclusive.

Values run as follows: KCNH2 WT inh | ASM inhibitor | PKM2 act | TSHR antagonist | Chronic BCR inh | Eya2 phos inh | Menin-MLL TR inh | MBNL1-CUG inh | GALK inh | Mito fusion yeast | USP2a inh
> CCOC(=O)C1CCN(c2c(-c3ccccc3)c3cc(Cl)ccc3[nH]c2=O)CC1
 : 3 | 4% | 6% | 11 | ? | -11% | -12% | ? | 0% | 0% | 0%
> Brc1ccc2c(c1)OCCOCCOCCOCCOCCO2
 : 9 | 6% | 0% | 13 | 2% | -2% | -2% | -7% | 1% | -1% | 1%
> Fc1ccc(Nc2nc(N/N=C/c3ccco3)nc(N3CCCCC3)n2)cc1
 : -6 | -9% | 4% | 0 | 13% | 10% | 17% | 2% | 9% | -2% | -7%
> CCc1nc(NCCN2CCOCC2)c(C#N)c2c1CCCC2
 : 6 | 2% | -8% | -2 | 0% | -7% | 0% | 4% | 0% | -5% | 2%
> CC(=O)N(Cc1c(C)nn(-c2ccccc2)c1Cl)c1ccc(Cl)cc1
 : -2 | 5% | -1% | -9 | 0% | 0% | / | 1% | -4% | 1% | -1%
> CCOc1ccc(S(=O)(=O)n2cnc(C)c2)cc1
 : 5 | 3% | 19% | 14 | -2% | -11% | 15% | -3% | -5% | -4% | 2%
> COC(=O)/C=C1\S/C(=N/N=C/c2ccco2)NC1=O
 : 3 | -4% | -3% | 3 | -1% | 6% | 26% | ? | -1% | 14% | 0%
> CC(C)N=C(Nc1ccc(Cl)cc1)c1cccnc1
 : 1 | -2% | 0% | 4 | 2% | 2% | -29% | -4% | -4% | -1% | 1%
> CC(OC(=O)c1cc(=O)c2ccccc2o1)C(=O)Nc1ccc(N(C)C)cc1 (stereo unspecified)
 : -23 | 3% | / | -11 | 0% | 5% | / | / | / | -4% | 0%
> COc1cccc2c1oc1c(SCc3nc4ccccc4[nH]3)nc(C)nc12
 : / | -21% | / | 18 | -13% | -1% | / | / | / | / | 7%
> CC1=CN2C(=NC(=O)CC2(C)C(=O)N(CC(=O)NC2CCCC2)c2cc(C)cc(C)c2)C=C1 (stereo unspecified)
 : -14 | 249%[activator] | -3% | -5 | 8% | 2% | -6% | -3% | 4% | 2% | 1%
> CC1=C(C(=O)OC2CCCCCCC2)C(c2cccc(O)c2)NC(=O)N1 (stereo unspecified)
 : 1 | -4% | -1% | 17 | ? | -11% | 8% | -2% | -4% | -3% | 4%
> O=C(Cn1[nH]c(=O)c2ccccc2c1=O)NCc1cccnc1
 : -2 | -1% | 6% | 23 | 3% | 0% | 2% | -5% | 6% | -1% | 0%
> COc1ccc(N2C(=O)NC3CC2(C)Oc2ccc(Cl)cc23)cc1OC (stereo unspecified)
 : -20 | 1% | 3% | 0 | -2% | 13% | -17% | 1% | 0% | 0% | 4%
> Nc1ccc(Oc2cc(N)cc(Oc3ccccc3)c2)cc1
 : -6 | -2% | / | -2 | -3% | -3% | ? | -8% | 8% | -28% | 1%
> CCOc1ccc(NC(=O)CCC(=O)OC)cc1
 : -17 | 3% | 5% | 0 | -1% | -13% | 10% | 5% | 1% | -3% | 2%
> Cc1cc(NS(=O)(=O)c2ccc(NC(=O)CCc3ccccc3)cc2)no1
 : 2 | 2% | 0% | 9 | 1% | 1% | 9% | -7% | 0% | 1% | 3%
> O=C(CNC(=O)c1ccc2c(c1)OCCO2)N/N=C/c1ccc([N+](=O)[O-])cc1
 : 2 | -4% | / | -1 | -6% | -4% | 3% | ? | -3% | 2% | 1%
> COc1cc2nc(=S)n(CCCN3CCOCC3)c(N)c2cc1OC
 : 3 | 26% | -2% | 4 | 4% | 12% | -7% | 0% | -1% | 13% | 2%
> Cc1ccc(Oc2ncnc(N)c2[N+](=O)[O-])cc1
 : 3 | -2% | -9% | 3 | ? | 17% | 6% | ? | 7% | 3% | 0%
> CN1CCN(C(=O)C2CCN(S(=O)(=O)c3ccccc3[N+](=O)[O-])CC2)CC1
 : 1 | -2% | / | 16 | 3% | -2% | / | / | / | -6% | -1%
> COc1ccccc1CNC(=O)COC(=O)Cc1cccc(F)c1
 : 11 | 2% | / | -5 | 0% | -13% | / | / | / | 3% | 3%
> CCc1ccc(OCC(=O)NNC(=O)Cc2ccc(S(=O)(=O)N3CCOCC3)s2)cc1
 : 17 | -1% | / | -10 | ? | -13% | / | / | / | 8% | -1%
> N#Cc1cccc(NCC(=O)Nc2cccc(S(=O)(=O)N3CCCCC3)c2)c1
 : -7 | -3% | / | -3 | -5% | -19% | / | / | / | -1% | 1%
> O=C(O)C1CCCCC1C(=O)Nc1ccc(S(=O)(=O)N2CCCCC2)cc1 (stereo unspecified)
 : -11 | 3% | / | -6 | 1% | -5% | / | -5% | -2% | -4% | 3%
> Cc1ccc([N+](=O)[O-])cc1Nc1nc(N2CCCC2)nc(N2CCCC2)n1
 : 1 | 0% | 0% | -7 | ? | -8% | -17% | -5% | 4% | 1% | 2%
> CCn1c(Cc2ccccc2)nnc1SCC(=O)Nc1cc(C)on1
 : -15 | 0% | -8% | -9 | 0% | 4% | -6% | 5% | -2% | -1% | 1%
> O=C(Cc1c(Cl)cccc1Cl)Nc1ccc(S(=O)(=O)Nc2ncccn2)cc1
 : 6 | -2% | -1% | 1 | -8% | -3% | 36%[activator] | -2% | 12% | 20% | 1%
> COCCN1Cc2cccc(C(=O)NC3CCCCCC3)c2C1=O
 : 0 | 0% | -6% | 4 | 1% | -6% | 2% | 12% | / | -1% | 0%
> COc1ccccc1CNC(=O)COC(=O)CC1CC2CCC1C2 (stereo unspecified)
 : -5 | 1% | / | 28 | 1% | -8% | / | / | / | -1% | 2%
> Cc1sc(NC(=O)c2ccco2)c(C(Nc2ccccn2)c2ccccc2)c1C (stereo unspecified)
 : -2 | -4% | -4% | 8 | ? | 3% | 9% | 4% | / | ? | 0%
> Cn1cnnc1Sc1ccc(C(=O)OCC(=O)Nc2cc(Cl)cc(Cl)c2)cc1[N+](=O)[O-]
 : -4 | -14% | 6% | -5 | 18% | 8% | ? | ? | 1% | -6% | 2%
> CC(C)(C)c1ccc(-n2ncc3c2CCCC3NC(=O)CCN2CCCO2)cc1 (stereo unspecified)
 : -4 | 0% | / | 3 | -10% | -5% | ? | -13% | -2% | 29% | 0%
> O=C(CSc1ccccc1F)NNC(=O)c1ccncc1
 : -2 | 6% | / | 3 | 0% | 14% | / | / | / | -5% | 2%
> COc1cc(-c2nnc(SCC(=O)c3ccccc3)o2)cc(OC)c1OC
 : -3 | -5% | 3% | -1 | 2% | -10% | -4% | 2% | -2% | 2% | 2%
> CC(c1ccccc1C(O)c1ccccc1)N(C)C (stereo unspecified)
 : -1 | 2% | 1% | 0 | -2% | 0% | ? | -4% | 0% | -1% | 2%
> CCc1ccc(S(=O)(=O)NCc2ccc(N3CCN(C)CC3)cc2)cc1
 : 0 | -1% | -1% | 1 | 16% | -11% | / | 3% | 3% | -3% | 2%
> Cc1onc(-c2ccccc2Cl)c1C(=O)N1CCc2ccccc21
 : 8 | 6% | 0% | -34 | 2% | 0% | ? | 8% | 2% | 8% | 2%
> CC(OC(=O)c1ccc(Cl)c(S(=O)(=O)N2CCOCC2)c1)C(=O)Nc1ccc(S(N)(=O)=O)cc1 (stereo unspecified)
 : 0 | 0% | / | -8 | -2% | 29% | / | / | / | 2% | -1%
> COc1ccccc1CNC(=O)c1ccc(OC(F)F)c(OC)c1
 : -5 | -1% | 0% | -1 | -8% | -3% | 13% | -2% | 1% | -3% | -8%
> Cn1nnnc1SCCNCC#Cc1ccccc1
 : 1 | 6% | 0% | 16 | 5% | 12% | -10% | 12% | 7% | -1% | 2%
> O=C(O)c1ccc(-n2nc(-c3ccccc3)c3ccccc3c2=O)cc1
 : 3 | 5% | / | 5 | ? | -15% | 3% | 2% | -1% | 26% | -5%

Source: PubChem (National Center for Advancing Translational Sciences (NCATS))

This is a subset; rates above refer to the full screens.
